Screening results from PubChem BioAssay.
Apaf1 inhib = inhibitors of human Apaf-1 apoptosome, primary screen, biochemical, DEVD-Rh110 fluorescence, uHTS; 330,000 compounds, 0.71% hits; reconstituted apoptosome caspase-3 activity; inhibition, % at 20 µM; Apoptotic protease-activating factor 1 (Homo sapiens), O14727; active means inhibition of at least 40% at 20 µM;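 further: plate controls were DMSO wells for no effect and DEVD-CHO caspase inhibitor wells for full effect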
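System: Apoptosome proteins | Medium: Hepes pH 7.5 with detergent and BSA | Also added: Cytochrome c trigger plus (Z-DEVD)2-Rh110 caspase-3 substrate | Incubation: 30 min compound preincubation, 50 min activation, room temperature | Detection: Rhodamine 110 fluorescence at Ex 480/Em 540 nm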
SENP7 block = SENP7 protease inhibitors, primary screen, biochemical, luminescence, uHTS. recombinant SENP7, Z-RLRGG-aminoluciferin luminescence, 40 min. inhibition, % at 5 µM. 330,000 compounds, 1.5% hits;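 active means inhibition above about 50% at the single test dose, limit read from the data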;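 further: plate controls were DMSO with enzyme for no effect and no enzyme buffer wells for full effect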
SENP6 block = SENP6 protease inhibitors, primary screen, biochemical, luminescence, uHTS | Recombinant SENP6 catalytic domain, aminoluciferin luminescence | inhibition, % at 10 µM | 330,000 compounds, 1.8% hits | AID 2599, 2010;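 active means inhibition above about 50% at the single tested dose, limit read from the data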;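 further: plate controls were DMSO wells with enzyme for no effect and DMSO wells lacking enzyme for full effect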
Target sequence (Q9GZR1 628-1112 limits assumed): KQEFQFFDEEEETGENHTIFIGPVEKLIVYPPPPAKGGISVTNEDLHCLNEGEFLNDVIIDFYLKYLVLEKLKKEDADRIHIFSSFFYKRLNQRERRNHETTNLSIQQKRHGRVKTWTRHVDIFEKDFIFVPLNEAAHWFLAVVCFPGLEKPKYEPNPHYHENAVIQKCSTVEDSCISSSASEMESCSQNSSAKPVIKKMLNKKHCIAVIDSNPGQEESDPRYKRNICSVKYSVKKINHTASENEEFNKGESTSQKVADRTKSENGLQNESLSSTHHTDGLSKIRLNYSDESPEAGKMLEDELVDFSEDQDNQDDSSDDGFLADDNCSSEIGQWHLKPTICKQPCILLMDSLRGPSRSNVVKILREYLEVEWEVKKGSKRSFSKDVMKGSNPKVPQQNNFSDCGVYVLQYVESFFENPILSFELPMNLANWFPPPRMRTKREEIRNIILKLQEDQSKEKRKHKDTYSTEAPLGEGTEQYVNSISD
SENP8 block-1 = human SENP8 protease inhibitors, primary screen, biochemical, fluorescence, Nedd8 protein substrate, uHTS. Sentrin-specific protease 8 (Homo sapiens), Q96LD8. recombinant SENP8. inhibition, % at 20 µM. 360,000 compounds, 0.64% hits. AID 602440, 2012; in the data active means inhibition mostly above about 40%, no sharp cut-off; inactive means mostly below about 27%
Target sequence (Q96LD8 whole entry, looked up): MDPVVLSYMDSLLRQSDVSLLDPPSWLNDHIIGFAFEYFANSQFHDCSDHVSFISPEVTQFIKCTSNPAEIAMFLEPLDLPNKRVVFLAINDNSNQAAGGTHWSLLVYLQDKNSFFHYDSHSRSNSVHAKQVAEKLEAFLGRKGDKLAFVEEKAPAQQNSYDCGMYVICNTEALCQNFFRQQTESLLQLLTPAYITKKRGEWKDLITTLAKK
SENP8 block-2 = SENP8 protease inhibitors, primary screen, biochemical, luminescence. 330,000 compounds, 1.2% hits. inhibition, % at 10 µM. AID 2540, 2010. purified SENP8, Z-RLRGG-aminoluciferin cleavage; in the data active means inhibition above about 50%
SENP1 inh = human SENP1 catalytic domain inhibitors, primary screen, biochemical, FRET, uHTS | Sentrin-specific protease 1 (Homo sapiens), Q9P0U3 | recombinant SENP1 catalytic domain, CyPet-SUMO1-YPet FRET cleavage | inhibition, % at 10 µM | 360,000 compounds, 0.21% hits;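 active means inhibition at least 30% at 10 µM, raw YFP signal under a set limit, fluorescence ratio 0.5 to 1.5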;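 further: 0% = enzyme with DMSO and 100% = no enzyme wells; some results filed as inactive read as strong as hits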
Target sequence (Q9P0U3 419-644 limits assumed): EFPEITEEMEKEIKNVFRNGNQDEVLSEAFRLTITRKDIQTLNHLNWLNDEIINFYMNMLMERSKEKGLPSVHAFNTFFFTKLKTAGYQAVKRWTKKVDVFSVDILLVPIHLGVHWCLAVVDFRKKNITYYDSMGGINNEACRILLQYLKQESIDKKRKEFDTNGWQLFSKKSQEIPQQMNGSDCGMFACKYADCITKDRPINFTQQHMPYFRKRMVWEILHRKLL
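Compound: 10 µM single point, 0.5% DMSO; Test system: hSENP1 catalytic domain, recombinant; Timing: 50 min reaction at room temperature; Technique: FRET, CFP and YFP emission; Control set: no-enzyme wells low, DMSO-plus-enzyme wells high control.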
HKDC1 inhibitor = HKDC1 hexokinase inhibitors, primary screen, biochemical, fluorescence, uHTS. 340,000 compounds, 0.16% hits. Q2TB90. inhibition, % at 20 µM. recombinant HKDC1, G6PDH/diaphorase resazurin coupled fluorescence;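 active means inhibition above about 35% when tested at 20 µM, limit read from the data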;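 further: plate controls were DMSO wells with enzyme for no effect and DMSO wells lacking enzyme for full effect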
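Material: recombinant HKDC1 hexokinase; Amount: HKDC1 at 5 µg/mL; Medium: Tris pH 8.0 buffer with MgCl2, Tween-20, BSA, BME; Schedule: 90 min reaction incubation at room temperature, dark; Technique: coupled resazurin fluorescence, excitation 525 nm, emission 613 nm.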
PfG6PD inh = PfG6PD enzyme inhibitors, primary screen, biochemical, fluorescence intensity, uHTS; PfGluPho enzyme, NADPH resazurin-diaphorase fluorescence; inhibition, % at 20 µM; 350,000 compounds, 0.78% hits; AID 504690, 2011; glucose-6-phosphate dehydrogenase-6-phosphogluconolactonase (Plasmodium falciparum 3D7);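 active means inhibition reaching at least a set limit at 20 µM in the primary screen, cut at about 59% in these data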;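 further: 0% = DMSO wells with substrate and 100% = DMSO wells lacking glucose-6-phosphate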
* = called active by the depositor; . = not tested or not shown.

SMILES | Apaf1 inhib | SENP7 block | SENP6 block | SENP8 block-1 | SENP8 block-2 | SENP1 inh | HKDC1 inhibitor | PfG6PD inh
Cc1onc(-c2ccccc2)c1C(=O)/C=C/N(C)C | -24 | -5 | -16 | 2 | -1 | -4 | 3 | -13
Cn1c(C=O)c(C#Cc2ccccc2)c2ccccc21 | 7 | 6 | 0 | -478 | 0 | -21 | 1 | 20
O=C(CC1CCCCC1)NCc1ccc(F)cc1 | -1 | -7 | -20 | 10 | -8 | 2 | -3 | -12
COC(=O)c1cccc(NC(=O)CSCc2ccccc2)c1 | -4 | 5 | 5 | 10 | -3 | -1 | -1 | -13
CCCn1c(SCC(=O)c2cc(C)n(-c3ccc4c(c3)OCO4)c2C)n[nH]c1=O | 16 | -2 | 2 | 22 | -3 | -27 | 8 | 42
COc1ccc(CNC(=O)COC(=O)CC2CCCC2)cc1 | 4 | -1 | 2 | 14 | -1 | 3 | -14 | 20
CCOC(=O)Cc1csc(NC(=O)CSc2nnnn2-c2ccc(CC)cc2)n1 | 27 | 1 | -8 | 17 | -6 | 1 | 0 | -13
CCOC(=O)CNc1c(N2CCN(c3ccccn3)CC2)c(=O)c1=O | 7 | 7 | -10 | 8 | -4 | 3 | -1 | 7
COc1ccc(CCCC(=O)NCCc2ccccc2)c(C)c1 | -7 | 0 | 14 | 8 | -9 | 3 | -5 | -1
O=C(NCc1csc(-c2cccs2)n1)C1CCCCC1 | -6 | 0 | -3 | -225 | -5 | 0 | -1 | -9
COc1cc2c(cc1/C=C1/NC(=O)N(CC(=O)Nc3ccccc3)C1=O)OCO2 | -4 | 5 | 5 | -405 | 2 | -25 | -2 | 0
O=C(Nc1cc(Cl)cc(Cl)c1)c1ccc(Cn2c(=O)[nH]c3ccsc3c2=O)cc1 | -5 | -3 | 19 | 4 | 7 | 0 | -1 | 11
CC(C)(C)c1ccc(C(=O)O/N=C(\N)c2ccccn2)cc1 | 19 | 98* | 97* | 14 | 94* | 1 | -4 | 23
O=C1C2C3C=CC(C2C(=O)N1c1nccs1)C1C(=O)N(c2nccs2)C(=O)C31 (stereo not drawn) | -23 | -1 | -2 | 14 | 8 | 0 | 1 | -5
O=C(CCn1nnc2ccccc2c1=O)N[C@@H](Cc1c[nH]c2ccccc12)C(=O)O | -15 | 4 | 9 | 7 | 2 | 0 | 10 | -25
O=C1OCCC1Sc1nnc(-c2ccc(F)cc2)n1Cc1ccccc1 (stereo not drawn) | 2 | 7 | -7 | 14 | -3 | -2 | -9 | 0
Oc1cccc(C(Nc2nccs2)c2ccc3cccnc3c2O)c1 (stereo not drawn) | -15 | 2 | -2 | 24 | -3 | 2 | -27 | -20
COc1ccc(CCNC(=O)C2CCN(C(=O)c3ccc(F)cc3)CC2)cc1OC | 2 | 3 | -8 | -2 | 6 | 0 | -5 | 12
CC1CCCCC1NC(=O)COC(=O)c1c2c(nc3ccccc13)/C(=C\c1ccco1)CC2 (stereo not drawn) | . | . | . | -210 | . | -30 | 12 | 13
Cc1ccc(-n2c(C)cc(-c3csc(N)n3)c2C)cc1 | -14 | 2 | 8 | 4 | 0 | 0 | -16 | 20

Three of the entries above in order of the PfG6PD inh value, ascending.
smiles | PfG6PD inh
O=C(CCn1nnc2ccccc2c1=O)N[C@@H](Cc1c[nH]c2ccccc12)C(=O)O | -25
Cc1onc(-c2ccccc2)c1C(=O)/C=C/N(C)C | -13
COc1ccc(CCCC(=O)NCCc2ccccc2)c(C)c1 | -1

Later entries:
SMILES | Apaf1 inhib | SENP7 block | SENP6 block | SENP8 block-1 | SENP8 block-2 | SENP1 inh | HKDC1 inhibitor | PfG6PD inh
CC(OC(=O)c1cccc(-n2cnnn2)c1)C(=O)Nc1ccccc1F (stereo not drawn) | 9 | -5 | -19 | -42 | -13 | 1 | -5 | -21
CCCCCCCCNC1=CC(=O)CC(C)(C)C1 | 0 | 5 | -13 | 2 | -5 | -1 | -1 | -13
Cc1nc(SCC(=O)N2CCCc3ccccc32)c2oc3ccccc3c2n1 | 5 | -3 | -6 | 8 | -2 | 2 | -3 | -7
COc1ccc(C2(C(=O)N3CCOCC3)CCCC2)cc1 | -3 | 5 | 12 | 19 | -4 | 2 | -9 | 2
N=c1c(C(=O)NCC2CCCO2)cc2c(=O)n3ccccc3nc2n1Cc1ccco1 (stereo not drawn) | 4 | 4 | -21 | -300 | 3 | -20 | 3 | 6
COC(=O)c1sc2nc(CN3CCOCC3)nc(N3CCOCC3)c2c1C | -1 | 6 | -6 | -158 | 5 | -25 | -1 | -2
CCCn1c(N)c(C(=O)CN(C)CC(=O)Nc2ccc(F)cc2)c(=O)[nH]c1=O | -8 | 8 | -1 | 4 | 1 | -2 | -1 | 1
COc1ccc(NC(=O)c2onc(C)c2Cl)cc1OC | 3 | 0 | -8 | 0 | -7 | 4 | 4 | -5
O=C(N/N=C/c1c[nH]c2ccccc12)c1ccccc1 | -14 | 2 | -16 | -46 | -18 | 0 | -7 | 1
CN(Cc1cccc(F)c1)C(=O)Cc1ccc(S(=O)(=O)N2CCOCC2)s1 | 0 | -5 | -6 | -10 | -4 | -5 | -3 | -1
COc1ccc2c(c1)c(C(=O)CN1CCN(Cc3ccccc3)CC1)c(C)n2C | -14 | -6 | 4 | 20 | -3 | 3 | 2 | 8
CCCCCCCCS(=O)c1sc2nc3c(cc2c1N)CCCC3 (stereo not drawn) | 30 | -1 | 2 | -232 | -4 | -29 | 3 | 10
COc1ccccc1-n1c(Cc2cccs2)n[nH]c1=S | 0 | -5 | -8 | 16 | 3 | -1 | -6 | 17
Cn1c(=O)c2c(nc(CN3CCN(c4ccccc4)CC3)n2CCCc2ccccc2)n(C)c1=O | 35 | -9 | 26 | . | -10 | . | 3 | 9
COc1ccc(CN(C(=O)Cn2nnc(-c3ccc(C)o3)n2)C(C(=O)NCC2CCCO2)c2ccco2)cc1 (stereo not drawn) | -6 | 0 | 7 | 6 | 3 | -1 | 17 | -14
CC(NC(=O)COc1ccccc1)C(c1ccccc1)N1CCN(C)CC1 (stereo not drawn) | -2 | -5 | -23 | 7 | -6 | 1 | -1 | 1
COc1ccc(OC)c(N(CC(=O)Nc2cccnc2)S(=O)(=O)c2ccc(OC)c(OC)c2)c1 | -10 | -8 | -2 | 17 | -1 | 1 | -6 | 0
CCOP(=O)(OCC)C(Nc1cccc([N+](=O)[O-])c1)c1ccccc1 (stereo not drawn) | -1 | 11 | -4 | 18 | 4 | 3 | -5 | 3
Nc1nc2ccc(C(=O)N3CCCCC3)cc2s1 | 3 | 2 | 9 | -18 | 2 | -1 | -1 | 11
CCOC(=O)c1cc(-c2ccc([N+](=O)[O-])cc2)nc2c1c(=O)[nH]c(=O)n2Cc1ccccc1 | -4 | 6 | 11 | 12 | 11 | 0 | 19 | -1

Continued (3 carried over from the part before).
SMILES | Apaf1 inhib | SENP7 block | SENP6 block | SENP8 block-1 | SENP8 block-2 | SENP1 inh | HKDC1 inhibitor | PfG6PD inh
CCOP(=O)(OCC)C(Nc1cccc([N+](=O)[O-])c1)c1ccccc1 (stereo not drawn) | -1 | 11 | -4 | 18 | 4 | 3 | -5 | 3
Nc1nc2ccc(C(=O)N3CCCCC3)cc2s1 | 3 | 2 | 9 | -18 | 2 | -1 | -1 | 11
CCOC(=O)c1cc(-c2ccc([N+](=O)[O-])cc2)nc2c1c(=O)[nH]c(=O)n2Cc1ccccc1 | -4 | 6 | 11 | 12 | 11 | 0 | 19 | -1
CCN(C(=O)[C@@H]1CCCN1C(=O)c1cccs1)c1nc2cc(Cl)ccc2s1 | 11 | -6 | 1 | 11 | -4 | 4 | 2 | -4
FC(F)Oc1ccc(-c2csc(NNC3=NCCCCC3)n2)cc1 | 17 | -3 | -3 | 1 | -4 | 3 | -14 | 45
COc1ccc(-c2cc(=O)c3ccc(O)cc3o2)cc1 | . | . | . | -173 | . | 10 | 10 | 16
O=C1c2ccccc2C(=O)N1CN(C(=O)c1ccccc1)c1ccc(O)cc1 | 10 | 5 | -19 | 13 | 3 | 1 | -9 | 1
O=C(NCCN1CCOCC1)Nc1ccc(F)cc1 | 3 | 2 | -17 | -2 | -10 | 0 | 0 | -5
FC(F)(F)c1ccccc1Nc1nccs1 | -2 | 4 | -7 | 20 | 7 | 2 | 1 | 30
CC(=O)c1cnc2nc(SCc3ccccc3C)nn2c1C | 4 | 17 | 1 | 3 | -11 | 1 | 1 | -8
NS(=O)(=O)c1ccc(CCNC(=O)CNCCc2ccc(C(F)(F)F)cc2)cc1 | -3 | 8 | 0 | 17 | 8 | 2 | 1 | -12
COc1cccc(CNC(=O)CC2Sc3ccccc3NC2=O)c1 (stereo not drawn) | -1 | 2 | -6 | 17 | 0 | 2 | 7 | 1
Cc1noc(NC(=O)c2ccccc2)c1C#N | -23 | 3 | -1 | 5 | 2 | 1 | -4 | 1
NC(=O)C1CCN(C(=O)CCSCc2ccc(Cl)c(Cl)c2)CC1 | 0 | 1 | -8 | 8 | -1 | 1 | -6 | 1
CN(CC(=O)Nc1ccccc1C(=O)NC1CC1)Cc1ccc(N(C)C)cc1 | -2 | -5 | -5 | 13 | -4 | 1 | -1 | 14
Cc1ccccc1-n1nc2c(c1NC(=O)C(C)(C)C)CS(=O)(=O)C2 | 0 | -1 | 9 | 16 | -1 | 5 | 3 | -2
CC(=O)COc1ccc2oc(=O)cc(-c3cc4ccccc4o3)c2c1 | 14 | -1 | 5 | -170 | 0 | -5 | 12 | 2
O=c1[nH]c(Cc2cccs2)nc2scc(-c3ccc(Cl)cc3)c12 | -2 | 0 | -11 | -14 | -4 | -1 | -8 | 1
O=C(Oc1ccc2c(-c3ccccc3)cc(=O)oc2c1)c1cccs1 | 21 | -13 | 6 | -7 | -14 | -42 | 9 | -7
O=C(NC1CC1)C1=C[C@H](C2CCCCC2)C[C@H](OCCCCO)O1 | 1 | 1 | -16 | -195 | -5 | 1 | -2 | 2
CCOC(=O)c1sc2nc(CSc3ccccc3)nc(NCCN(C)C)c2c1C | -3 | 0 | -18 | -131 | 7 | -10 | 3 | 23
C/[N+]([O-])=C\C1C(=O)CCCC1=O | 13 | 3 | 30 | 6 | 11 | -1 | 15 | -22
COC(=O)c1c(N)nc(C)n1-c1ccc(OC)cc1 | -14 | -4 | -9 | 14 | 6 | 2 | -10 | -28
O=C(CNc1ccccc1F)Nc1cccc(S(=O)(=O)N2CCCCC2)c1 | 23 | -11 | -25 | -7 | -11 | 0 | 0 | -8
COc1ccccc1C(C)NCC(=O)NCc1ccc(C)cc1 (stereo not drawn) | 5 | -1 | -12 | 13 | -6 | 0 | 2 | 7
COCCOC(=O)c1[nH]c2c(c1C)C(=O)CC(c1ccc(OC)c(OC)c1)C2 (stereo not drawn) | 6 | 9 | 4 | 17 | 1 | 0 | -2 | -3
COCC(=O)Nc1ccc(F)cc1 | 1 | 4 | 10 | 4 | -6 | 0 | -2 | -14

An excerpt of the results above:
SMILES | Apaf1 inhib | SENP7 block | SENP6 block | SENP8 block-1 | SENP8 block-2 | SENP1 inh | HKDC1 inhibitor | PfG6PD inh
COCCOC(=O)c1[nH]c2c(c1C)C(=O)CC(c1ccc(OC)c(OC)c1)C2 (stereo not drawn) | 6 | 9 | 4 | 17 | 1 | 0 | -2 | -3
COCC(=O)Nc1ccc(F)cc1 | 1 | 4 | 10 | 4 | -6 | 0 | -2 | -14
